MIN6 prolif: inducers of MIN6 beta-cell proliferation, primary screen, ATP luminescence, uHTS; MIN6 cells proliferation, ATPlite luminescence, 48 h; cells starved in 0.2% serum; 100% = growth in 10% serum; proliferation, % at 10 µM; actives 0.29% (n = 330,000);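 active = compounds whose signal lies at least 3.5 SD above the mean of all wells on their plate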;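 also: 0% = DMSO-treated cells in low-serum medium and 100% = 10% serum control; some compounds called inactive have numbers as strong as hits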
SENP8 block-1: SENP8 protease inhibitors, primary screen, biochemical, luminescence; Sentrin-specific protease 8 (Homo sapiens), Q96LD8; purified SENP8, Z-RLRGG-aminoluciferin cleavage; inhibition, % at 10 µM; actives 1.2% (n = 330,000); AID 2540, 2010; in the data active = inhibition above about 50%
Target sequence (Q96LD8 whole entry, looked up): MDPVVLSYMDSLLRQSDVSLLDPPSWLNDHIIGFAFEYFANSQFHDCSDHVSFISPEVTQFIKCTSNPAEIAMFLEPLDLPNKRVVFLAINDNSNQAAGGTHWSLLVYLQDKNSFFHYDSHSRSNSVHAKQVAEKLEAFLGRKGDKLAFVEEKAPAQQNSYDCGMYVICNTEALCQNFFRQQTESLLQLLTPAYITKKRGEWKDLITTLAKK
SENP1 FRET inh: human SENP1 catalytic domain inhibitors, primary screen, biochemical, FRET, uHTS | recombinant SENP1 catalytic domain, CyPet-SUMO1-YPet FRET cleavage | inhibition, % at 10 µM | actives 0.21% (n = 360,000) | AID 624204, 2012;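 active = inhibition at least 30% at 10 µM, raw YFP signal under a set limit, fluorescence ratio 0.5 to 1.5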;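 also: 0% = enzyme with DMSO and 100% = no enzyme wells; some results filed as inactive read as strong as hits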
Target sequence (Q9P0U3 419-644 limits assumed): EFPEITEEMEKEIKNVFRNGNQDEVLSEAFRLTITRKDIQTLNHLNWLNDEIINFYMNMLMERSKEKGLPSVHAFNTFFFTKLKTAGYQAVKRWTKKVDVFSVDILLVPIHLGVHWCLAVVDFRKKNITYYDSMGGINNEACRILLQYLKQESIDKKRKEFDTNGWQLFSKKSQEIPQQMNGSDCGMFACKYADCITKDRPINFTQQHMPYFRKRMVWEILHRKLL
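material = recombinant human SENP1 catalytic domain, His6-tagged | quantity = 20 pM enzyme | reagent = 25 nM SUMO1 FRET substrate | compound dosing = 10 µM single point, 0.5% DMSO | timing = 50 min enzyme reaction, room temperature, light-protected | detection = FRET, CFP and YFP emission | control set = no-enzyme low, enzyme-DMSO high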
SENP6 inh: SENP6 protease inhibitors, primary screen, biochemical, luminescence, uHTS | Sentrin-specific protease 6 (Homo sapiens), Q9GZR1 | Recombinant SENP6 catalytic domain, aminoluciferin luminescence | inhibition, % at 10 µM | actives 1.8% (n = 330,000);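 active = inhibition above about 50% at the single tested dose, limit read from the data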;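 also: plate controls were DMSO wells with enzyme for no effect and DMSO wells lacking enzyme for full effect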
HKDC1 inhibitor: HKDC1 hexokinase inhibitors, primary screen, biochemical, fluorescence, uHTS; recombinant HKDC1, G6PDH/diaphorase resazurin coupled fluorescence; AID 493160, 2011; inhibition, % at 20 µM; Q2TB90; actives 0.16% (n = 340,000);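 active = inhibition above about 35% when tested at 20 µM, limit read from the data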;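 also: plate controls were DMSO wells with enzyme for no effect and DMSO wells lacking enzyme for full effect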
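Assay system: in-house recombinant HK5 (HKDC1) enzyme. Input: HKDC1 at 5 µg/mL. Medium: Tris pH 8.0 buffer with MgCl2, Tween-20, BSA, BME. Dosing: single 20 µM dose. Schedule: 90 min reaction incubation at room temperature, dark. Signal: resazurin-to-resorufin fluorescence via G6PDH and diaphorase coupling, 525/613 nm. Controls: DMSO-enzyme wells negative, buffer-substituted wells positive.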
UBC13 polyUb: UBC13 polyubiquitin chain formation inhibitors, primary screen, biochemical, TR-FRET, uHTS. inhibition, % at 20 µM. Ubiquitin-conjugating enzyme E2 N (Homo sapiens), P61088. actives 0.47% (n = 330,000); in the data active = inhibition above about 45%, passing the limit was not always enough
Target sequence (P61088 whole entry, looked up): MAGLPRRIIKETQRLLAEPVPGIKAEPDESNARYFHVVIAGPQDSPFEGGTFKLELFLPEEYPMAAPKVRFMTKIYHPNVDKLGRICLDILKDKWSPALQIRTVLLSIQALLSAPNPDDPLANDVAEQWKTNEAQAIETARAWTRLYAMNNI
PfG6PD inh: PfG6PD enzyme inhibitors, primary screen, biochemical, fluorescence intensity, uHTS; glucose-6-phosphate dehydrogenase-6-phosphogluconolactonase (Plasmodium falciparum 3D7); PfGluPho enzyme, NADPH resazurin-diaphorase fluorescence; inhibition, % at 20 µM; actives 0.78% (n = 350,000); AID 504690, 2011;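 active = inhibition reaching at least a set limit at 20 µM in the primary screen, cut at about 59% in these data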;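 also: 0% = DMSO wells with substrate and 100% = DMSO wells lacking glucose-6-phosphate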
SENP8 block-2: human SENP8 protease inhibitors, primary screen, biochemical, fluorescence, Nedd8 protein substrate, uHTS; Sentrin-specific protease 8 (Homo sapiens), Q96LD8; recombinant SENP8; inhibition, % at 20 µM; actives 0.64% (n = 360,000); AID 602440, 2012; in the data active = inhibition mostly above about 40%, no sharp cut-off; inactive = mostly below about 27%
SENP7 inh: SENP7 protease inhibitors, primary screen, biochemical, luminescence, uHTS; recombinant SENP7, Z-RLRGG-aminoluciferin luminescence, 40 min; inhibition, % at 5 µM; actives 1.5% (n = 330,000);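 active = inhibition above about 50% at the single test dose, limit read from the data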;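 also: plate controls were DMSO with enzyme for no effect and no enzyme buffer wells for full effect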
Target sequence (Q9BQF6 706-1050 limits assumed): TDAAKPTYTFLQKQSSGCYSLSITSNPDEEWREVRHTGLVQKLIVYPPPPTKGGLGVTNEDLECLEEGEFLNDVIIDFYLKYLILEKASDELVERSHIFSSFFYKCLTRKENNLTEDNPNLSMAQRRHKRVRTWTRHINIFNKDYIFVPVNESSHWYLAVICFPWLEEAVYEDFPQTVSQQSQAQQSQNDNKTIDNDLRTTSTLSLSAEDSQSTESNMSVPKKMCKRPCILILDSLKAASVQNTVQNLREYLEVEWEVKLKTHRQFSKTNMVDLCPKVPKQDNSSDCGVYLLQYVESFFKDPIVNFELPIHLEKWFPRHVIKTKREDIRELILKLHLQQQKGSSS
* hit, by the source's call; i = inactive. Random draw from the library; overall some 4% were active at least once.

SMILES	MIN6 prolif	SENP8 block-1	SENP1 FRET inh	SENP6 inh	HKDC1 inhibitor	UBC13 polyUb	PfG6PD inh	SENP8 block-2	SENP7 inh
C[C@H](CO)N1C[C@H](C)[C@@H](CN(C)S(=O)(=O)c2cccs2)Oc2ccc(NS(=O)(=O)c3cn(C)cn3)cc2C1=O	0	2	1	-5	1	8	-4	0	3
CCN(Cc1ccc2c(c1)OCCO2)S(=O)(=O)c1ccc(NC(C)=O)cc1	-2	-9	-1	-4	-2	-7	-23	12	1
Cc1ccsc1/C=N\NC(=O)c1cc(C(C)(C)C)[nH]n1	-3	-25	0	-17	-2	-16	15	7	-13
COc1cccc(Oc2nc(-c3ccccc3O)nc3ccccc23)c1	1	-10	1	-26	-5	-2	10	16	-11
CCN(CC)CCCN(Cc1cc2cc3c(cc2[nH]c1=O)OCO3)C(=S)NC	-4	14	-1	4	-4	7	-8	-314	0
Cc1ccc(C(=O)NCCCN2CCOCC2)cc1Cl	0	5	3	-12	-1	3	11	7	1
COc1ccccc1CN1CC(C(=O)NCc2cccnc2)CC1=O (stereo not drawn)	-3	-12	2	-10	-8	-2	7	10	-6
N#Cc1ccc(OCC(=O)N2CCN(C(=O)c3ccco3)CC2)cc1	-3	-15	1	-8	-2	1	-4	3	-11
CCCCCC/C=C/c1ccc([C@H]2[C@H]3C=CC[C@@H](C)[C@@H]3C(=O)N2Cc2ccccc2)c(F)c1	-8	-14	4	-19	7	-24	6	2	-11
Cc1nn(C)c(C(=O)N/N=C/c2ccccn2)c1[N+](=O)[O-]	8	-6	4	-4	4	-5	8	5	-3

SMILES	MIN6 prolif	SENP8 block-1	SENP1 FRET inh	SENP6 inh	HKDC1 inhibitor	UBC13 polyUb	PfG6PD inh	SENP8 block-2	SENP7 inh
CCc1nnc(NC(=O)CCC(=O)N2CCN(c3cccc(Cl)c3)CC2)s1	-1	4	3	22	0	5	2	4	1
CCC(Sc1nccn1C)C(=O)Nc1cccc2ccccc12 (stereo not drawn)	0	-5	4	1	6	-1	-1	22	2
COc1ccc(N(CC(=O)N/N=C/c2ccco2)S(=O)(=O)c2ccccc2)cc1	-1	2	1	-5	-8	-6	2	0	10
CCCCn1cnc(C(=O)OCC)c1N	-3	6	0	-4	-1	-13	-9	17	-4
CN(C(=O)CCN1C(=O)/C(=C/c2ccccc2)SC1=S)C1CCS(=O)(=O)C1 (stereo not drawn)	0	-13	2	-22	7	-18	4	13	-13
Cc1cc(Nc2ccc(C(C)C)cc2)n2ncnc2n1	0	-3	4	0	2	1	17	12	4
COc1cc(/C=C(/C(=O)c2cccs2)c2nc3ccccc3[nH]2)cc(OC)c1O	-6	3	2	8	19	-33	16	7	4
CC(C)C[C@H](NC(=O)[C@H](Cc1ccccc1)n1c(=O)[nH]c2ccccc2c1=O)C(=O)N1CCC[C@@H]1C(=O)O	0	-17	1	-15	1	-3	-2	30	-15
CC1CN(S(=O)(=O)c2cccc(C(=O)Nc3ccccc3N3CCCCC3)c2)CC(C)O1 (stereo not drawn)	-6	-9	2	1	1	-2	7	21	-5
CC(=O)c1ccc(NC(=S)NC(=O)Cc2ccc(Cl)cc2)cc1	-3	-7	5	18	-4	3	0	18	6

SMILES	MIN6 prolif	SENP8 block-1	SENP1 FRET inh	SENP6 inh	HKDC1 inhibitor	UBC13 polyUb	PfG6PD inh	SENP8 block-2	SENP7 inh
O=C(O)CCSSCCC(=O)O	1	-1	-1	-2	-3	2	-4	0	7
CCOc1ccc(NC(=S)N2CCN(S(=O)(=O)c3ccc(C)cc3)CC2)cc1	1	2	3	-1	-2	1	5	9	-1
CC(C)N1CCc2c(sc(NC(=O)c3ccc(S(=O)(=O)N4CCOCC4)cc3)c2C(N)=O)C1	0	9	-31	16	1	4	7	-5	0
COC(=O)c1ccc(NC(=O)CSc2ccccn2)cc1	-1	-3	-1	-6	7	2	0	8	0
Cn1nc(C(F)(F)F)c(C(=O)Nc2ccc(F)cc2F)c1Sc1cccc(Cl)c1	-5	-4	0	-3	-4	-9	10	0	-8
Cn1c(N)c(C(=O)COC(=O)CCC2CCCC2)c(=O)n(C)c1=O	-4	-6	-2	-9	3	-6	-6	16	-17
COCCCNC(=S)NNC(=O)c1ccccn1	0	-8	-1	0	-12	89*	-15	1	-4
S=C(NCCCCc1ccccc1)NCc1ccccc1	-6	-4	0	-13	1	12	-7	4	-1
Cc1ccc(OCC(=O)Nc2ccc(C)c(F)c2)c([N+](=O)[O-])n1	2	-6	1	-14	1	-4	8	9	-2
Cc1ccc(C(C(=O)NC(C)(C)C)N(Cc2cccs2)C(=O)c2csnn2)cc1 (stereo not drawn)	0	3	0	-2	-2	2	10	12	2

2 of the compounds above, as labelled records:
> CC(C)N1CCc2c(sc(NC(=O)c3ccc(S(=O)(=O)N4CCOCC4)cc3)c2C(N)=O)C1
  MIN6 prolif = 0
  SENP8 block-1 = 9
  SENP1 FRET inh = -31
  SENP6 inh = 16
  HKDC1 inhibitor = 1
  UBC13 polyUb = 4
  PfG6PD inh = 7
  SENP8 block-2 = -5
  SENP7 inh = 0

> COC(=O)c1ccc(NC(=O)CSc2ccccn2)cc1
  MIN6 prolif = -1
  SENP8 block-1 = -3
  SENP1 FRET inh = -1
  SENP6 inh = -6
  HKDC1 inhibitor = 7
  UBC13 polyUb = 2
  PfG6PD inh = 0
  SENP8 block-2 = 8
  SENP7 inh = 0

Further entries.
SMILES	MIN6 prolif	SENP8 block-1	SENP1 FRET inh	SENP6 inh	HKDC1 inhibitor	UBC13 polyUb	PfG6PD inh	SENP8 block-2	SENP7 inh
CN1C(=O)C(C)(C)c2cc(S(=O)(=O)NCC3CCC(C(=O)NC4CCCCC4)CC3)ccc21 (stereo not drawn)	2	2	0	5	1	2	-11	15	1
CCCOc1ccc(N2C(=O)CC(N(CCc3ccc(OC)c(OC)c3)C(=O)c3ccccc3)C2=O)cc1 (stereo not drawn)	1	-2	1	6	-1	5	8	-1	5
Cc1ccc(CNCc2cccnc2)s1	0	0	0	1	5	4	-4	-2	2
CN1CCN(NC(=O)c2cccc3ccccc23)CC1	-1	-4	1	1	-5	3	3	10	-5
CCOc1ccc(NC(=O)c2ccc(-n3cccn3)nc2)cc1	-1	-2	1	-24	-3	5	-7	-80	-3
COc1ccc(-c2csc(C3=C(O)CN(C(C)C)C3=N)n2)cc1OC	-2	-5	-15	-2	2	0	-11	-7	4
Cc1cc(C(=O)O)cc(S(=O)(=O)Nc2ccccc2C(=O)NC2CC2)c1C	-2	-9	1	-11	0	0	-4	-94	4
Cc1ccc(NC(=O)NNC(=O)c2cccs2)cc1	-1	-10	2	-6	-8	-8	-8	8	-9
Cc1onc(-c2ccccc2)c1C(=O)N1CCCc2ccccc21	-2	-1	-1	-6	-8	4	14	7	-4
CCN(CC)S(=O)(=O)N1CCC(C(=O)NC2CCCC2)CC1	-3	0	0	8	-10	-12	-6	22	-1

SMILES	MIN6 prolif	SENP8 block-1	SENP1 FRET inh	SENP6 inh	HKDC1 inhibitor	UBC13 polyUb	PfG6PD inh	SENP8 block-2	SENP7 inh
CC(Oc1ccc2oc3ccccc3c2c1)C(=O)NC12CC3CC(CC(C3)C1)C2 (stereo not drawn)	-6	-6	-1	2	-5	2	25	-5	0
COC1CCCN(C(=O)c2ccc(OC3CCN(S(=O)(=O)N(C)C)CC3)cc2)C1 (stereo not drawn)	10	-4	1	3	2	-4	1	0	-3
O=C(NCc1ccccn1)c1cc(-c2ccc(Cl)cc2)oc1C(F)(F)F	-3	-1	0	0	1	2	4	10	0
Cc1ccc2nc(NC(=O)c3ccc(-c4nc5ccccc5s4)s3)sc2c1	-6	3	-17	-4	14	-19	6	-207	1
COCCNC(=O)c1ccccc1-c1ccccc1C(=O)O	-1	7	0	-5	-6	-3	11	13	-3
CC(=O)c1c(C)[nH]c(C(=O)OCC(=O)Nc2cc(S(=O)(=O)N3CCCCC3)ccc2C)c1C	0	1	-1	5	-11	-1	-6	14	5
NS(=O)(=O)c1ccc(NC(=O)c2cccc3ccccc23)cc1	-2	10	1	-1	4	-1	11	8	-6
CCCOc1ccccc1C1NC(=O)NC(C)=C1C(=O)OCc1ccccc1 (stereo not drawn)	-3	-4	2	-50	-7	4	12	12	-6
COc1ccc(NC(=O)c2sc(-c3ccccc3)nc2C)c(OC)c1	-2	-4	0	1	-9	5	6	10	-2
COCCNC(C(=O)Nc1ccc(C)cc1[N+](=O)[O-])c1ccccc1 (stereo not drawn)	-4	4	-30	-10	-1	7	9	-19	8

SMILES	MIN6 prolif	SENP8 block-1	SENP1 FRET inh	SENP6 inh	HKDC1 inhibitor	UBC13 polyUb	PfG6PD inh	SENP8 block-2	SENP7 inh
COc1ccc(CNC(=O)Nc2ccc(OC)cc2)cc1	-1	-1	-2	-4	-7	3	5	11	-1
O=C(Nc1ccccc1F)Nc1ccc([N+](=O)[O-])cc1Cl	-6	-10	0	-26	-8	-24	32	3	-10
O=C(CCNC(=O)C1CCN(S(=O)(=O)c2ccccc2)CC1)NCc1ccc(Cl)c(Cl)c1	-3	-1	-1	3	-1	1	-15	3	-3
C=CCNC(=O)N1C2=NC(C(=O)OC)=C(C(=O)OC)[C@@H]3N(Cc4ccccc4)c4ccccc4[C@]23C[C@H]1C(=O)OC	-6	10	2	11	-1	-25	11	16	-2
COc1ccc2nc(-c3ccccc3)cc(C(=O)N3CCC3)c2c1	-2	9	-2	1	-4	31	12	i	3
CC1CN(C(=O)c2ccc(-c3cccc(C(F)(F)F)c3)o2)CC(C)O1 (stereo not drawn)	3	5	2	-6	-3	2	3	4	3

Entries above with an aryl methoxy group, in the order listed:
SMILES	MIN6 prolif	SENP8 block-1	SENP1 FRET inh	SENP6 inh	HKDC1 inhibitor	UBC13 polyUb	PfG6PD inh	SENP8 block-2	SENP7 inh
COc1cccc(Oc2nc(-c3ccccc3O)nc3ccccc23)c1	1	-10	1	-26	-5	-2	10	16	-11
COc1ccccc1CN1CC(C(=O)NCc2cccnc2)CC1=O (stereo not drawn)	-3	-12	2	-10	-8	-2	7	10	-6
COc1ccc(N(CC(=O)N/N=C/c2ccco2)S(=O)(=O)c2ccccc2)cc1	-1	2	1	-5	-8	-6	2	0	10
COc1cc(/C=C(/C(=O)c2cccs2)c2nc3ccccc3[nH]2)cc(OC)c1O	-6	3	2	8	19	-33	16	7	4
CCCOc1ccc(N2C(=O)CC(N(CCc3ccc(OC)c(OC)c3)C(=O)c3ccccc3)C2=O)cc1 (stereo not drawn)	1	-2	1	6	-1	5	8	-1	5
COc1ccc(-c2csc(C3=C(O)CN(C(C)C)C3=N)n2)cc1OC	-2	-5	-15	-2	2	0	-11	-7	4
COc1ccc(NC(=O)c2sc(-c3ccccc3)nc2C)c(OC)c1	-2	-4	0	1	-9	5	6	10	-2
COc1ccc(CNC(=O)Nc2ccc(OC)cc2)cc1	-1	-1	-2	-4	-7	3	5	11	-1
COc1ccc2nc(-c3ccccc3)cc(C(=O)N3CCC3)c2c1	-2	9	-2	1	-4	31	12	i	3
